From PubChem BioAssay
FXIIa inh – blocks human coagulation factor XIIa protease activity. purified FXIIa, Boc-QGR-AMC fluorogenic substrate, 2 h. 220,000 compounds, 0.3% hits. P00748. inhibition, % at 5 µM; in the data active = inhibition above about 40%;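 note: 0% = enzyme with no compound and 100% = blank without enzyme; many of its hits are not listed in these tables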
thrombin 1536 – thrombin (human) inhibition; P00734; alpha-thrombin, Boc-VPR-AMC fluorogenic substrate cleavage; inhibition, % at 5 µM; 220,000 compounds, 0.26% hits; AID 1046;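 active = inhibition at or above 40%; inactive = inhibition below 40%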;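 note: 0% = enzyme with no compound and 100% = wells without enzyme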
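Assay system: human alpha-thrombin enzyme. Reagent: Boc-VPR-AMC substrate, 15 µM final. Compound dosing: one concentration per compound, 5 µM, with 0.2% DMSO. Incubation: room-temperature reaction. Technique: AMC fluorescence, 355/460 nm. Measure: % inhibition relative to enzyme controls and enzyme-free blanks.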
Furin inh – human furin inhibition. P09958. purified furin, fluorogenic substrate cleavage. inhibition, % at 30 µM. 220,000 compounds, 0.061% hits; in the data active = inhibition above about 25%; note: inactives centre near -15
FXIa inh – factor XIa (human) inhibition. purified FXIa, Boc-Glu-Ala-Arg-AMC fluorogenic substrate. 220,000 compounds, 0.14% hits. inhibition, % at 5 µM. P03951;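 active = inhibition of at least 40%; inactive = inhibition below 40%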;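 note: fluorescence of freed AMC excited at 355 nm; 0% = enzyme without compound and 100% = no enzyme blank; many of its hits are not listed in these tables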
Target sequence (P03951 19-387 limits assumed): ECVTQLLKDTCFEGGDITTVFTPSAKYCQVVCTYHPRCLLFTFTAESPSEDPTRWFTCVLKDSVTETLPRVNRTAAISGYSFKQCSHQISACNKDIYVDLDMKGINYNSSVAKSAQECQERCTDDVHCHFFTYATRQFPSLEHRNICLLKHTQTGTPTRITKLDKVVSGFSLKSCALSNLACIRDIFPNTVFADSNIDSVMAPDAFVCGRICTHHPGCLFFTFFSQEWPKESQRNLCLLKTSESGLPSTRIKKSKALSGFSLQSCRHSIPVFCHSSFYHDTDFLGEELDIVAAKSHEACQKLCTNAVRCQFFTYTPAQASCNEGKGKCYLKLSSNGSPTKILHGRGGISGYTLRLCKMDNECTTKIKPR
Target sequence (P03951 388-625 limits assumed): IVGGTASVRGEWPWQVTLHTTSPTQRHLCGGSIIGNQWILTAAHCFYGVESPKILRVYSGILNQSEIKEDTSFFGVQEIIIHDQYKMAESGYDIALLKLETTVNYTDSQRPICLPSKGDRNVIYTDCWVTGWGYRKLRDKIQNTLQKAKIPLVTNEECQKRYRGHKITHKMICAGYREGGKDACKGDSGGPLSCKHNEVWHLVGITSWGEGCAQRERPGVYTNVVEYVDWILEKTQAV
p97 ATPase inh – human p97 ATPase inhibition; P55072; recombinant p97 ATPase, Kinase-Glo ATP luminescence, 3 h; inhibition, % at 8 µM; 220,000 compounds, 0.42% hits; AID 1481; in the data active = inhibition above about 15%;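 note: 0% = DMSO vehicle and 100% = wells lacking enzyme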
Wee1 degr inh – human Wee1 degradation inhibition, primary screen. HeLa Luc-Wee1K328M stability, luciferase luminescence; 100% = proteasome inhibitor MG132 effect. reporter increase, % at 5 µM. 220,000 compounds, 1.2% hits;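 active = activation above the mean of all tested compounds plus 3 SD, set per screening run, cut at about 8.8% in these data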;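 note: cells exposed to compound for 20 h before luminescence read; 0% = DMSO alone and 100% = MG132 at 30 µM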
PERK inh – inhibitors of human PERK kinase. CHO PERK-DD fusion, SEAP luminescence translation reporter. inhibition, % at 5.6 µM. AID 1416. 220,000 compounds, 0.17% hits;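 active = inhibition above the mean inhibition of all tested compounds plus 3 SD, set separately per screening campaign, cut at about 2.9% in these data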;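 note: PERK kinase domain activated by AP20187 dimerizer at 100 nM; 0% = DMSO with dimerizer and 100% = rapamycin at 8.4 µM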
KLK5 inh – kallikrein 5 (human) inhibition. recombinant hK5, fluorogenic AMC substrate cleavage. 210,000 compounds, 0.59% hits. inhibition, % at 5 µM;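 active = inhibition of 40% or more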;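 note: 0% = enzyme controls without compound and 100% = no-enzyme blanks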
Target sequence (Q9Y337 67-293 limits assumed): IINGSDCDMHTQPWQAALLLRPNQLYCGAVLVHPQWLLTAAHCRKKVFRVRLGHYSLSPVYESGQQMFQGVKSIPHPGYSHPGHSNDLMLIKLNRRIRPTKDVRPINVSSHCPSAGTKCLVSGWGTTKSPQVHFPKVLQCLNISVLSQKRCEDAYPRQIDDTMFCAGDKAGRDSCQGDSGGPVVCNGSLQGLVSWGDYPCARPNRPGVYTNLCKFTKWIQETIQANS
KCC2 mod – modulates chloride dependent transport by human KCC2; KCC2 cells, thallium flux FluoZin-2 fluorescence; 190,000 compounds, 2.2% hits; B-score of Tl+ flux slope (higher = more flux/activation; lower = inhibition) at 10 µM; AID 1456;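 active = thallium flux slope and its plate-corrected score both differing from the plate sample mean at a set confidence after two filtering rounds, in either direction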;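 note: slope of fluorescence scaled to starting intensity during 10 to 20 s after thallium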
* hit, by the source's call; x = not tested or not shown; [ ] = remark or other dose. An unsorted share of the library. Share with any hit: about 4.4%.

SMILES	FXIIa inh	thrombin 1536	Furin inh	FXIa inh	p97 ATPase inh	Wee1 degr inh	PERK inh	KLK5 inh	KCC2 mod
COc1ccc(N=Nc2nc3cc(Br)c(Br)cc3n2C)c(OC)c1	6	-1	-8	4	2	-2	0.3	-5	-1.2
CCCCOC(=O)NC1(C)CCS(=O)(=O)C1 (stereo unspecified)	12	1	-26	4	6	-1	0.7	-1	0.7
COc1ccc(C(=O)OCc2cc3cccc(C)c3[nH]c2=O)cc1	0	-5	-9	1	4	-2	1.9	-4	x
O=C(NNc1nc(-c2ccccc2)c2cc(Br)ccc2n1)c1ccc(S(=O)(=O)N2CCCCC2)cc1	2	-3	-12	5	1	-2	0.6	-74	-0.42
O=C(N/N=C/c1c[nH]c2ccccc12)c1cc2ccccc2o1	5	-7	-19	-2	4	-1	-0.5	-1	x
COc1ccccc1/C=C/C(=O)Oc1cccc2cccnc12	14	0	-12	2	5	1	0.4	-1	-3.5
O=c1c2cc(Cl)ccc2nc(-c2ccccc2Cl)n1O	10	-8	-18	1	7	-2	1.2	-5	8
C=CCn1c(NCc2cc(C)ccc2O)nc2ccccc21	24	-4	-18	15	1	-2	-0.4	-5	x
CC(NC(=O)CSc1nnc(-c2cccnc2)n1N)c1ccccc1 (stereo unspecified)	8	5	-25	0	5	-2	0.7	-2	0.77
CCOc1ccc(NC(=O)CN2CCN(CC(=O)Nc3cc(OC)cc(OC)c3)CC2)cc1	24	-3	-29	18	5	13*	0.2	-3	-1.8
COc1ccccc1C(=O)N/C(=N/c1nc(C)cc(C)n1)Nc1ccccc1	5	-6	2	2	-4	-1	0.4	-7	-1.5
CN(Cc1ccccc1NS(=O)(=O)c1ccc2ccccc2c1)C1CCCCC1	4	x	-17	1	-4	-3	-0.1	-3	-1
COc1ccccc1NC(=O)CCN1CCN(Cc2ccccc2)CC1	4	-5	-19[20 µM]	-9	2	1	-1.5	-5	x
O=[N+]([O-])c1cc(C2Nc3cccc4cccc(c34)N2)ccc1Cl	11	-7	-20	3	0	1	1.4	-3	1
COc1ccccc1-c1noc(CCC(=O)Nc2cc(C(F)(F)F)ccc2Cl)n1	16	2	-19	0	0	-2	-0.3	-12	-1.2
CC1(C)CC(=O)C2=C(C1)NC(SCC(=O)Nc1ccccc1)=C(C#N)C21CCCCC1	3	1	-18	-2	0	-3	0.0	7	0.34
CCOc1ccc(NC(=O)CSC2=NCCN2)cc1	13	5	-14	10	-6	0	-0.2	47*	1.4
COC(=O)c1cccc(S(=O)(=O)N2CCCCC2)c1	6	1	-16	3	4	3	0.6	0	0.49
COc1ccc(NC(=O)CSc2nnc(-c3ccccc3C)n2C)cc1	10	-4	-18[20 µM]	1	3	0	-0.1	6	0.19
Cn1c(SCCOc2ccccc2Cl)nnc1-c1cccs1	11	-2	-8[20 µM]	0	1	5	-0.2	-9	0.035

Not a retest: entries from further up.
SMILES	FXIIa inh	thrombin 1536	Furin inh	FXIa inh	p97 ATPase inh	Wee1 degr inh	PERK inh	KLK5 inh	KCC2 mod
O=C(N/N=C/c1c[nH]c2ccccc12)c1cc2ccccc2o1	5	-7	-19	-2	4	-1	-0.5	-1	x
COc1ccccc1/C=C/C(=O)Oc1cccc2cccnc12	14	0	-12	2	5	1	0.4	-1	-3.5
O=c1c2cc(Cl)ccc2nc(-c2ccccc2Cl)n1O	10	-8	-18	1	7	-2	1.2	-5	8
C=CCn1c(NCc2cc(C)ccc2O)nc2ccccc21	24	-4	-18	15	1	-2	-0.4	-5	x
CC(NC(=O)CSc1nnc(-c2cccnc2)n1N)c1ccccc1 (stereo unspecified)	8	5	-25	0	5	-2	0.7	-2	0.77
CCOc1ccc(NC(=O)CN2CCN(CC(=O)Nc3cc(OC)cc(OC)c3)CC2)cc1	24	-3	-29	18	5	13*	0.2	-3	-1.8
COc1ccccc1C(=O)N/C(=N/c1nc(C)cc(C)n1)Nc1ccccc1	5	-6	2	2	-4	-1	0.4	-7	-1.5
CN(Cc1ccccc1NS(=O)(=O)c1ccc2ccccc2c1)C1CCCCC1	4	x	-17	1	-4	-3	-0.1	-3	-1
COc1ccccc1NC(=O)CCN1CCN(Cc2ccccc2)CC1	4	-5	-19[20 µM]	-9	2	1	-1.5	-5	x
O=[N+]([O-])c1cc(C2Nc3cccc4cccc(c34)N2)ccc1Cl	11	-7	-20	3	0	1	1.4	-3	1
COc1ccccc1-c1noc(CCC(=O)Nc2cc(C(F)(F)F)ccc2Cl)n1	16	2	-19	0	0	-2	-0.3	-12	-1.2
CC1(C)CC(=O)C2=C(C1)NC(SCC(=O)Nc1ccccc1)=C(C#N)C21CCCCC1	3	1	-18	-2	0	-3	0.0	7	0.34
CCOc1ccc(NC(=O)CSC2=NCCN2)cc1	13	5	-14	10	-6	0	-0.2	47*	1.4

Other structures follow:
SMILES	FXIIa inh	thrombin 1536	Furin inh	FXIa inh	p97 ATPase inh	Wee1 degr inh	PERK inh	KLK5 inh	KCC2 mod
CCOc1cc(NC(=S)NCCOC)c(OCC)cc1NC(=O)c1cccs1	13	-9	-1	1	3	1	1.0	-7	0.044
COC(=O)c1ccc(COc2ccccc2/C=C(\C#N)C(=O)Nc2ccc(C)cc2)cc1	11	-9	-13	-3	0	0	0.0	-2	0.26
CCC(=O)c1ccccc1OCCN1C(=O)NC(C)(C)C1=O	-2	-6	-24[20 µM]	-8	1	5	0.0	-6	0.84
Cc1ccc(N2C(=O)c3ccccc3C2Nc2cccnc2)nc1 (stereo unspecified)	13	1	1	5	0	2	0.1	-14	0.59
O=C(O)CCCCCNS(=O)(=O)c1cccc2nsnc12	11	1	-16[20 µM]	2	2	-4	0.1	-4	x
Cc1cccc(N(CC(=O)Nc2cccnc2)S(C)(=O)=O)c1	6	-2	-21	-1	12	0	1.7	1	x
COc1ccc(-n2c(=O)c3c4c(sc3n3c(C)nnc23)CCCC4)cc1	x	x	-22[20 µM]	x	-2	-2	0.0	x	1
CC12CNCC(C)(CN(C(c3ccccc3)c3ccccc3)C1)C2	15	4	-11[20 µM]	10	0	0	0.4	-1	-0.0067
COCCCn1c(=O)/c(=C\c2ccccc2OC(F)F)s/c1=C(/C#N)C(N)=O	3	2	-31	-2	4	-1	0.9	-1	0.37
COc1ccccc1NC(=S)N1CCCC1	12	-1	-12	1	3	-1	1.0	-3	1.3
CCOc1ccc(-n2c(N)c(C(=O)NCc3ccco3)sc2=S)cc1	1	-6	-24[20 µM]	-5	1	0	-0.1	-1	-1.7
CC(C)CN(CC(C)C)S(=O)(=O)N1CCC(C(=O)NCCc2ccc(Cl)cc2)CC1	-3	-9	-24[20 µM]	-9	-2	-2	-0.4	-17	0.42
Nc1nc2ccc([N+](=O)[O-])c(N)c2s1	13	2	-6[20 µM]	1	6	-1	0.4	-11	x
Cc1ccc(O)c(C(=O)c2cc(C(=O)NCCc3ccccc3)c(=O)n(CCc3ccccc3)c2)c1	3	-10	-2	-1	5	1	-0.8	-28	-0.6
O=C1c2ccccc2NC(c2ccccc2)N1/N=C/c1ccccc1 (stereo unspecified)	1	-4	-8[20 µM]	-6	-4	-2	0.9	0	x
CCN1CCN(C(=O)NC2CC(=O)N(c3ccc(OC)cc3)C2)CC1 (stereo unspecified)	-4	-3	-32	1	8	3	1.0	-5	0.4
CCCC(C)NNC(=O)c1cc2ccccc2[nH]1 (stereo unspecified)	2	2	-4[20 µM]	2	1	1	1.4	3	0.061
Cc1ccc(S(=O)(=O)NNC(=O)c2ccoc2C)cc1	2	-13	-22	-1	4	-2	0.2	-1	0.26
COC(=O)c1sc(NC(=O)COc2c(C)cccc2C)nc1C	10	-2	-5	-3	-4	1	-0.7	0	-0.073
COc1ccc(C(=O)NC(=S)Nc2ccc(S(=O)(=O)Nc3cc(C)on3)cc2)cc1OC	7	-6	-12	2	1	0	1.6	-3	0.18
Cc1ccc(O)c(NC(=O)COc2cc(C)ccc2C)c1	1	0	-6[20 µM]	-9	-6	1	-0.7	-4	x
COCCN1CCN(c2c3c(nc4cc(-c5cccc(F)c5)nn24)CCC3)CC1	13	5	-7[20 µM]	7	3	6	-0.5	-1	-0.2
N#Cc1ccc(Oc2nc(C#N)cc(-c3ccccc3)n2)cc1	18	-4	-4	8	2	0	0.8	-13	0.95
Cc1c(/C(O)=C2/C(=O)C(=O)N(CCN3CCOCC3)C2c2cccs2)cnn1-c1ccccc1 (stereo unspecified)	105*	22	8[20 µM]	10	0	4	0.1	32	0.034
Cc1ccc(CCSCC(=O)O)cn1	2	-7	10[20 µM]	2	6	-2	1.1	2	-1.6
Nc1ccccc1SC1CC(=O)N(c2ccc3c(c2)OCO3)C1=O (stereo unspecified)	9	-4	-17	2	-4	1	0.1	5	-0.017
Cc1cc(-c2ccccc2)nc(N(C)N)c1S(C)(=O)=O	-1	-3	-14	-4	-3	-1	-0.2	-7	-0.65
O=C(c1nnc(-c2ccccc2)o1)C1CC1	6	-3	-16	-2	4	-2	0.4	0	0.62
CC1=NN(c2ccc(F)cc2)C(=O)C1C(c1cccc(O)c1)c1c(C)[nH]n(-c2ccc(F)cc2)c1=O (stereo unspecified)	-2	-3	-18[20 µM]	-7	33*	1	1.2	-6	0.48
O=c1c2cc3c(cc2[nH]c(=S)n1C1CCN(Cc2ccccc2)CC1)OCO3	10	-2	-15	3	-1	3	-0.1	1	18*
CN(C)S(=O)(=O)N(CC(=O)NCc1ccccc1)c1ccccc1	-18	-3	-15[20 µM]	-10	8	0	-0.7	6	-0.32
CCCOC1CCCN(C(=O)c2cc(Cl)c(Cl)cc2C(=O)O)C1 (stereo unspecified)	3	-3	-15	-6	7	1	1.0	-3	0.77
O=C(c1ccco1)N1CCN(S(=O)(=O)/C=C/c2ccccc2)CC1	11	-2	-23	3	0	-1	-0.5	2	1.1
CC(C)N1CC2=C(OC(N)=C(C#N)C2c2cccnc2)/C(=C/c2cccnc2)C1 (stereo unspecified)	-7	-7	-7	-5	-3	2	1.0	4	1.2
S=c1nc(-c2ccccc2)c(-c2ccccc2)n[nH]1	2	-7	-7	-1	3	-2	1.8	-3	6*
NNC(=O)CCCNc1ncc(C(F)(F)F)cc1Cl	9	4	-25	-1	-4	-3	-0.2	3	-0.19
CCN(CC)C(=O)Oc1ccc2c(=O)c(-c3ccc(OC)cc3)c(C)oc2c1	20	3	-17	5	-3	2	-1.1	7	x
CC(C)(C)NC(=O)CSc1nnc(NC(=O)CCn2cnc3ccccc3c2=O)s1	2	-3	-6[20 µM]	-3	0	-2	1.9	-21	-0.55
Cc1cc(C)cc(N(CC(=O)NCCSCc2ccccc2)S(C)(=O)=O)c1	4	-5	-17	-6	-9	-1	-0.8	-26	x
